Compound activity from PubChem BioAssay.
CHRM1 agonist – agonists of human M1 muscarinic receptor; activation, % at 3 µM; CHO-K1 hM1, Fluo-8 calcium fluorescence, agonist mode; 0% DMSO, 100% acetylcholine EC100; P11229; 0.33% of 360,000 active; AID 588814;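 active = activation above the run's mean compound activation plus 3 SD, cut at about 16% in these data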;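 also: peak over basal fluorescence ratio within a 140 s kinetic read after compound addition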
Target sequence (P11229 whole entry, looked up): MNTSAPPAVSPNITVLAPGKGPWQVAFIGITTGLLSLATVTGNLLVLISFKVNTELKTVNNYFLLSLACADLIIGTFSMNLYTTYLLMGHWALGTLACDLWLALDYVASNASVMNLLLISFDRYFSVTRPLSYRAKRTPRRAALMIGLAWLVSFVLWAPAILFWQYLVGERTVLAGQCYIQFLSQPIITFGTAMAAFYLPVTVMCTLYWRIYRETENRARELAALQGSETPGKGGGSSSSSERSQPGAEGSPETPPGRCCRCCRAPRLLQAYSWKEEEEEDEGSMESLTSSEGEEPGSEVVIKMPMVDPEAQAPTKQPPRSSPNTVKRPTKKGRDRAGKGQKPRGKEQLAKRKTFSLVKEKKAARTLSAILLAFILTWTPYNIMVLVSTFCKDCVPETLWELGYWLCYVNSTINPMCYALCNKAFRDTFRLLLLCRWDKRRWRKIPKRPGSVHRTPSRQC
CHO-K1 Ca antag – M1 antagonist counterscreen hit in parental CHO-K1 cells | ATP-induced calcium, Fluo-8 fluorescence | inhibition, % at 3 µM | 0.6% of 360,000 active;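 active = inhibition above a per-plate cutoff, the plate's mean sample inhibition plus 3 SD, cut at about 24% in these data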;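 also: 0% = DMSO plus EC80 ATP and 100% = DMSO alone without ATP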
TAAR1 antag – antagonists of human TAAR1; 1.5% of 360,000 active; inhibition, % at 3 µM; CHO RD-HGA16 TAAR1, Fluo-8 calcium fluorescence, antagonist; AID 624466;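 active = inhibition above a per-plate cutoff, the mean inhibition of test compounds on that plate plus 3 SD, cut at about 49% in these data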;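 also: 0% = DMSO plus EC80 beta-PEA response and 100% = DMSO alone without agonist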
Target sequence (Q96RJ0 whole entry, looked up): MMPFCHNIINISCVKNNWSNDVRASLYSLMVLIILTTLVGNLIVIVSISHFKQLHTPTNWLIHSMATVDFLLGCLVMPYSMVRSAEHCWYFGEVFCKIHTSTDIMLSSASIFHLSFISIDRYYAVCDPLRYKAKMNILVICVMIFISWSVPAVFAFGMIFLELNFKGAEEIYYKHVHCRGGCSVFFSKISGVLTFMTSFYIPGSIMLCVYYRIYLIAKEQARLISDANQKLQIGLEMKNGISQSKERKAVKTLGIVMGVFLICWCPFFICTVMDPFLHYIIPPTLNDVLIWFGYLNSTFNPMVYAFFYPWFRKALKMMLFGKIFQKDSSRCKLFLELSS
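Test system – hTAAR1-expressing CHO RD-HGA16 cells, Gα16-coupled · Reagent – β-PEA at EC80 concentration, post-compound challenge · Compound dosing – 3 µM, single point · Timing – 140 s kinetic read after compound, 140 s after agonist · Detection – Fluo-8 intracellular calcium dye fluorescence, real-time kinetic reads · Control set – DMSO and EC80 PEA controls · Repeats – n of 1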
CHO-K1 Ca ag – nonselective activator or artifact in parental CHO-K1 cells; Fluo-8 calcium fluorescence; scaled to maximal ATP response, vehicle zero; activation, % at 3 µM; 0.48% of 360,000 active; in the data active = activation above about 15%;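 also: untransfected CHO-K1 host cells lacking M1 receptor as counterscreen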
M1 PAM – potentiates human M1 receptor response to acetylcholine | CHO-K1 hM1, Fluo-8 calcium fluorescence, ACh EC20; 0% = ACh EC20, 100% = maximal ACh | activation, % at 3 µM | 0.088% of 360,000 active | AID 588819; in the data active = activation above about 19%, passing the limit was not always enough
CHO parental Ca – counter-screen for OX1R antagonists: effect in parental CHO cells; parental CHO-K1, ATP-induced calcium, Fluo-8 fluorescence; inhibition, % at 5.6 µM; 0.63% of 330,000 active; AID 463079;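 active = inhibition above that plate's mean sample inhibition plus 3 SD, cut at about 26% in these data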;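 also: 0% = ATP-challenged DMSO wells and 100% = DMSO wells without ATP; some compounds past the cut are filed as inactive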
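Assay system: untransfected parental CHO cell line. Also added: ATP agonist challenge. Dosing: one dose, 5.6 µM nominal. Measured by: Fluo-8 fluorescence. Read-out: % inhibition. Benchmarks: ATP wells versus no-ATP DMSO wells. Repeats: no replicates.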
M1 PAM parental – counter-screen for M1 PAMs: effect in parental CHO-K1 cells. ATP EC20, Fluo-8 calcium fluorescence; 0% at ATP EC20, 100% at ATP max. activation, % at 3 µM. 0.02% of 360,000 active. AID 602247;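 active = activation above the run cutoff, the mean activation of all test compounds plus 3 SD, cut at about 40% in these data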;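 also: peak over basal fluorescence ratio in a 140 s read after ATP addition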
CHRM1 antagonist – blocks human M1 muscarinic receptor; 1.3% of 360,000 active; P11229; inhibition, % at 3 µM; CHO-K1 hM1, Fluo-8 calcium fluorescence, ACh EC80 antagonist;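 active = percent inhibition above its own plate's cutoff, namely the mean of that plate's compound wells plus 3 SD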;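 also: peak over basal fluorescence ratio during 140 s after agonist addition; 0% = ACh EC80 plus DMSO and 100% = DMSO alone without agonist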
TAAR1 agonist – human TAAR1 agonism. activation, % at 3 µM. Q96RJ0. AID 624467. CHO RD-HGA16 TAAR1, Fluo-8 calcium fluorescence; vehicle wells 0%, saturating PEA agonist 100%. 0.99% of 360,000 active;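 active = activation above the mean activation of all test compounds in the run plus 3 SD, cut at about 38% in these data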
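Assay system – CHO-derived RD-HGA16 cells with stable Gα16 and human TAAR1 · Compound dosing – one-point dosing at 3 µM (nominal) · Incubation – 17-24 h seeding, 75 min 37 °C dye, 30 min RT · Measured by – kinetic Fluo-8 calcium fluorescence · Control set – DMSO vehicle as 0%, PEA at EC100 as 100% · Repeats – single well for each compound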
The depositor's hits bear a star; / = no result given.

SMILES	CHRM1 agonist	CHO-K1 Ca antag	TAAR1 antag	CHO-K1 Ca ag	M1 PAM	CHO parental Ca	M1 PAM parental	CHRM1 antagonist	TAAR1 agonist
COC(=O)C(CCSC)NC(=O)Cn1ncc2c(=O)oc3ccc(C)cc3c21 (stereo not drawn)	-2	3	0	0.0	-5	-4	5	1	0
O=C(C(=O)c1cc(Br)ccc1O)c1cc(Br)ccc1O	9	4	-8	14	-12	/	8	30	2
O=C(Nc1ccc2c(c1)OCO2)c1ccc(COc2ccc3c(c2)CCC3)o1	1	-5	-1	0.2	-1	-9	13	-5	3
Cn1c(=O)c2[nH]c(N3CCCCC3)nc2n(C)c1=O	-1	-3	-25	0.7	8	-4	-5	-9	1
OC(c1ccccc1)C(Nc1ccccn1)c1ccccc1 (stereo not drawn)	-7	-10	-27	-0.3	6	/	17	-14	1
CC1=CC(=C(C#N)C#N)C=C(C)N1CCN1CCN(C(=O)Nc2cccc(Cl)c2)CC1	-12	-1	-11	0.4	-9	3	13	-3	1
COc1ccc(-c2c(C)nn(-c3ccccc3)c2N)cc1	-4	15	9	-0.3	-10	-15	-11	15	9
O=C(O)COc1cccc2nsnc12	-2	-3	-9	-0.3	7	1	3	-20	11
NS(=O)(=O)c1ccc(CNC(=O)c2ccccc2SCC(=O)N2CCCC2)cc1	0	6	-20	-0.1	14	2	-5	-5	4
CCOC(=O)C1(Cc2ccc(OC)cc2)CCN(C(=O)c2cc3ccccc3[nH]2)CC1	-8	6	4	-0.2	-4	-32	-3	2	9
CCOC(=O)C1(C)CCN1C(=O)c1cccc(OC)c1 (stereo not drawn)	-3	2	-6	0.9	16	/	15	-19	0
Cc1nnc(NC(=O)C(c2ccccc2)c2ccccc2)s1	-3	-9	-25	0.6	2	-8	1	-4	4
COc1cc(NC(=O)CN2CCN(Cc3ccc4c(c3)OCO4)CC2)cc(OC)c1	-4	-11	-2	0.3	6	-11	16	-30	2
COc1cccc(/C(O)=C2/C(=O)C(=O)N(Cc3cccnc3)C2c2ccco2)c1 (stereo not drawn)	-3	-3	-1	0.1	-2	-8	-11	12	1
Cc1cccc(OCC(=O)Nc2ccccc2C(=O)N2CCOCC2)c1	-3	20	20	0.6	-8	-16	-16	15	1
CC(CN1C(C)CCCC1C)OC(=O)c1ccccc1Cl (stereo not drawn)	-8	-6	-28	0.1	6	-13	-7	-1	8
O=C(COc1ccccc1[N+](=O)[O-])c1ccccc1	-8	-3	-3	0.0	9	-2	16	-10	1
N#Cc1ccc(OCc2nnc(-c3ccc([N+](=O)[O-])cc3)o2)cc1	-9	-7	17	2.7	6	-9	14	-5	6
COc1cccc(NC(=O)CNC(C)CCC(C)C)c1 (stereo not drawn)	-3	19	4	0.4	6	-7	-6	-5	38*
CCCCOP(=O)(c1ccc(N(C)C)cc1)C(O)c1ccncc1 (stereo not drawn)	-2	-2	-2	-0.1	6	-12	9	-7	4
Cc1nn(CC(=O)N2CCOCC2)c(=O)c2nn(-c3ccccc3)c(C)c12	-2	-9	-19	0.3	2	1	9	0	4
Cc1cc(C)c(Cn2ncn(-c3ccc(Br)cc3)c2=O)c(C)c1	-4	-14	20	-0.4	8	-3	4	6	11
COC(=O)c1ccc2c(=O)n(CC3CCCO3)c(=S)[nH]c2c1 (stereo not drawn)	-3	-22	-2	1.8	1	-16	13	-1	12
O=C(c1ccccc1)N1CCN(C(=O)N2CCOCC2)CC1	-2	-10	13	0.2	4	0	-9	-7	0
O=C(C=Cc1cccc(O)c1)c1ccccc1O	3	-22	20	0.6	15	/	8	-17	7

In a second layout: 5 of the compounds above.
| mol | CHRM1 agonist | CHO-K1 Ca antag | TAAR1 antag | CHO-K1 Ca ag | M1 PAM | CHO parental Ca | M1 PAM parental | CHRM1 antagonist | TAAR1 agonist |
| --- | --- | --- | --- | --- | --- | --- | --- | --- | --- |
| O=C(C(=O)c1cc(Br)ccc1O)c1cc(Br)ccc1O | 9 | 4 | -8 | 14 | -12 | / | 8 | 30 | 2 |
| O=C(COc1ccccc1[N+](=O)[O-])c1ccccc1 | -8 | -3 | -3 | 0.0 | 9 | -2 | 16 | -10 | 1 |
| Cn1c(=O)c2[nH]c(N3CCCCC3)nc2n(C)c1=O | -1 | -3 | -25 | 0.7 | 8 | -4 | -5 | -9 | 1 |
| Cc1nn(CC(=O)N2CCOCC2)c(=O)c2nn(-c3ccccc3)c(C)c12 | -2 | -9 | -19 | 0.3 | 2 | 1 | 9 | 0 | 4 |
| O=C(C=Cc1cccc(O)c1)c1ccccc1O | 3 | -22 | 20 | 0.6 | 15 | / | 8 | -17 | 7 |

Remaining list, next part
SMILES	CHRM1 agonist	CHO-K1 Ca antag	TAAR1 antag	CHO-K1 Ca ag	M1 PAM	CHO parental Ca	M1 PAM parental	CHRM1 antagonist	TAAR1 agonist
O=C(CC1Sc2ccccc2NC1=O)NNc1cc(Cl)ccc1Cl (stereo not drawn)	1	-10	6	0.9	12	/	17	-17	4
O=[N+]([O-])C(=C1SCCS1)C(=C(Cl)Cl)N1CCCCC1	-14	-13	9	-0.3	-6	-3	16	-2	6
Cn1c(=O)c2c(-c3ccc(C(C)(C)C)cc3)n(N3CCOCC3)cc2n(C)c1=O	-1	-7	3	0.0	5	-14	10	-6	0
Cc1ccc(-c2ccc(/C=N/c3ncn[nH]3)o2)cc1Cl	-3	1	-9	2.4	11	-4	17	-11	6
Nc1nc(NC(=O)C(Cl)(Cl)Cl)nn1-c1ccccc1	-4	10	0	0.0	4	-4	3	-6	1
Cc1cnc(C(=O)OCC(=O)N(Cc2ccccc2)C(C)(C)C)cn1	0	-17	-7	0.8	4	-10	15	-23	1
Cc1ccc(S(=O)(=O)NNC(=O)CC#N)cc1	4	-7	13	0.3	17	-20	9	-7	7
COCCNC(=O)Cn1nc(-c2ccccc2F)ccc1=O	-6	-5	8	0.1	7	/	20	-17	0
CC(=O)N1CCc2[nH]c3ccccc3c2C1	-1	14	4	-1.0	9	2	-4	4	2
Cc1ccc(/C=C/C(=O)Nc2nn[nH]n2)o1	-4	11	0	0.3	-2	-1	-11	2	8
COc1cccc(CC(=O)OC(C)C(=O)Nc2ccc(Cl)cn2)c1 (stereo not drawn)	-2	7	5	-0.2	10	-17	-9	-14	-1
COCCNC(=O)c1ccc(-c2ccc(OC)cc2C)c2ccoc12	-5	-14	-50	2.2	-1	/	20	6	0
Cc1ccc(-c2nc3cc(Cl)ccc3o2)cc1	-2	-2	5	-0.1	8	-3	13	-30	5
Cc1ccc2nc(-c3cc(N)cc(N)c3)oc2c1	-3	-17	-8	-0.2	9	-19	26	-11	7
CCCOc1ccc(C2C(C(=O)c3ccco3)=C(O)C(=O)N2CCCn2ccnc2)cc1 (stereo not drawn)	-4	-8	-5	0.1	11	-7	18	-12	0
COc1ccccc1NC(=O)/C(C#N)=C/C=C/c1ccco1	-2	-20	9	0.4	3	-15	20	-1	1
Cc1ccc(C)c(S(=O)(=O)NC2CCS(=O)(=O)C2)c1 (stereo not drawn)	-2	5	-21	0.4	4	-2	-31	-3	1
Cn1nccc1C(=O)Nc1ccc(Cl)cc1	-3	-20	-2	0.5	2	-5	8	4	7
CCN(CC(=O)NCc1cccs1)C(=O)c1ccc(S(=O)(=O)Nc2cccc(C)c2C)cc1	-1	-10	-13	4.4	4	-13	0	-13	5
O=C(NC1CCCC1)C(c1ccncc1)N(C(=O)c1ccco1)c1ccc(Cl)cc1 (stereo not drawn)	1	-6	-31	-0.3	10	-26	2	-13	5
O=C1OC(c2ccccc2)(c2cc(Br)ccc2O)c2ccccc21 (stereo not drawn)	3	-19	63*	2.6	-4	/	18	7	8
CC(=O)c1cccc(NS(=O)(=O)N(C)C)c1	-3	-12	-4	0.2	-5	-12	11	8	3
O=S1(=O)CC(N2CCC(Cc3ccccc3)CC2)CN1C1CCCCC1 (stereo not drawn)	-4	1	-9	3.9	-3	/	2	-5	3
COc1ccccc1OC(C)c1nnc(SCC(=O)Nc2c(C)n(C)n(-c3ccccc3)c2=O)n1-c1ccccc1 (stereo not drawn)	-5	16	-7	-0.3	1	0	-6	-3	16
CN1C2=C(C#N)C(c3ccccc3)(C(F)(F)F)NC(=O)N2c2ccccc21 (stereo not drawn)	-7	-9	12	0.6	6	14	21	-6	4

More results:
SMILES	CHRM1 agonist	CHO-K1 Ca antag	TAAR1 antag	CHO-K1 Ca ag	M1 PAM	CHO parental Ca	M1 PAM parental	CHRM1 antagonist	TAAR1 agonist
CC[C@@H]1CN(C)[C@H]2Cc3c([nH]c4ccccc34)C(=O)C[C@@H]1[C@@H]2C(=O)OC	0	-1	2	1.2	2	-10	9	-4	4
COc1c(C)cccc1C(=O)Nc1ccc(N2CCOCC2)c(Cl)c1	-3	-13	9	2.3	5	-11	19	-9	12
CCOc1ccccc1C1CC(c2ccc(Br)cc2)Nc2nc(N)nn21 (stereo not drawn)	-1	1	17	1.2	5	-9	21	-11	7
CCc1ccc(C(=O)OCC(=O)N(CCOC)c2c(N)n(Cc3ccccc3)c(=O)[nH]c2=O)cc1	-5	-16	-12	0.9	7	-20	0	-7	0
COc1ccc(C(=O)NCC(=O)N2CC=C(c3ccccc3)CC2)cc1OC	-2	-9	5	0.4	9	-16	0	-4	3
Cc1ccccc1OC(C)C(=O)Nc1ccc(S(=O)(=O)Nc2nccs2)cc1 (stereo not drawn)	-11	-6	0	0.3	7	-8	13	-7	2
Cc1cccc(CNc2ncnc3ccc(-c4cccnc4)cc23)c1	-2	2	13	0.7	-3	-15	12	4	17
COc1cc(OC)cc(C(=O)N2CCN(C(=O)c3ccc(OC)c(OC)c3)CC2)c1	-4	-9	-8	-0.1	4	-2	10	-23	1
CCOC(=O)C1CCN(S(=O)(=O)c2ccc(OC)c(Cl)c2)CC1	-11	1	12	1.1	10	-8	14	-6	0
Cc1nc2c(c(C)c1C#N)C(=O)c1ccccc1-2	-4	-9	-21	0.4	3	-1	13	-5	6
CCOC(=O)C1CCCN(S(=O)(=O)Cc2ccccc2)C1 (stereo not drawn)	2	-19	-13	0.2	0	5	13	-18	9
O=C(O)c1cccc(S(=O)(=O)NCc2cccs2)c1	0	-7	1	0.1	0	-16	15	-1	11
O=C(NC1(C(F)(F)F)NC(=O)N(Cc2cccnc2)C1=O)c1ccc(F)cc1 (stereo not drawn)	-3	-2	6	0.0	9	-4	10	-10	7
Cc1cc(Oc2ccc(Cl)cc2)nc(SCC(=O)c2ccccc2)n1	-6	-11	13	0.8	2	0	6	-1	3
Cc1cc(/C=N\NC(=O)CC(=O)NC2CCCCC2)c(C)n1-c1ccc(Cl)cc1	-4	-10	/	4.3	0	-23	17	2	/
CCOc1ccc(NC(=O)c2sc(N3CCOCC3)nc2-c2ccccc2)cc1	-1	1	-20	-0.4	15	-5	12	-11	3
CCN(CC)CCN1C(=O)C(=O)/C(=C(/O)c2ccc3c(c2)CC(C)O3)C1c1ccc(OC)cc1 (stereo not drawn)	-6	-2	15	3.9	-1	-14	2	9	2
O=C(O)COc1ccc2nsnc2c1Cl	-4	-17	2	0.0	-4	4	-1	3	8
COc1ccc(OC)c(-c2cc(C(=O)N/N=C(\C)c3cccnc3)c3ccccc3n2)c1	-3	-4	-21	0.8	4	/	22	-3	-2
